High-throughput results deposited in PubChem by several laboratories.
NR2E3 ag-1: human photoreceptor-specific nuclear receptor agonism; Q9Y5X4; CHO-S Gal4-NCOR/VP16-NR2E3 two-hybrid, luciferase; inhibition of corepressor binding, % at 3.98 µM; hit rate 0.35% among 360,000; AID 602229;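 active = inhibition above the mean of all tested compounds plus 3 SD, cut at about 70% in these data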;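 also: 0% = DMSO with NR2E3 transfected cells and 100% = cells lacking NR2E3 construct; higher means lower luciferase signal from less NR2E3 corepressor binding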
Target sequence (Q9Y5X4 whole entry, looked up, the tested form may be a part): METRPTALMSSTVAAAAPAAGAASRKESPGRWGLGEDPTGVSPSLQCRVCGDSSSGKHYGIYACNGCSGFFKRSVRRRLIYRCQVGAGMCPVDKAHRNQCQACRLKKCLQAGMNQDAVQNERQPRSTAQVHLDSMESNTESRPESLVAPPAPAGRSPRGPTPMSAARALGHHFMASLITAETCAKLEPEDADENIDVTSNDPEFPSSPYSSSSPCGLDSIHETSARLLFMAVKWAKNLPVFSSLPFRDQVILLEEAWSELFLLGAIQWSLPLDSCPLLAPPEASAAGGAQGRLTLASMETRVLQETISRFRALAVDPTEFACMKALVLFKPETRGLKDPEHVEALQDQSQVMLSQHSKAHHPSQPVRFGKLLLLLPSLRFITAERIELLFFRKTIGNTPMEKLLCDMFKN
C8 TRAIL sens: caspase-8 TRAIL sensitization; NB7+C8 cells + TRAIL, ATPlite viability luminescence; inhibition (viability loss, TRAIL sensitization), % at 10 µM; hit rate 1% among 360,000; AID 624354;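 active = compounds causing at least 50% loss of cell viability in the single-dose screen, relative to plate controls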
iPSC survival up: increases survival of single human iPS cells; hiPSC single-cell survival, ATPlite luminescence; 100% = ROCK inhibitor wells, 0% = DMSO; AID 602274; survival enhancement, % at 20 µM; hit rate 0.044% among 360,000; in the data active = survival enhancement above about 18%;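 also: cells exposed to compounds for 16 hours before the ATP read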
MITF TRPM1 inh: MITF TRPM1 promoter inhibition in SK-MEL-5 cells | SK-MEL-5 TRPM1 promoter luciferase, 24 h | hit rate 0.83% among 330,000 | inhibition, % at 12.5 µM | AID 488899;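 active = mean inhibition across replicates of 60% or more, whatever share of single replicates reaches that level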; also: values of inactives mirror those of a sister screen read the other way
EBV LMP1 NFkB: reduces LMP1-driven NF-kappaB luciferase signal; LMP1-induced NF-kappaB luciferase reporter cells, luminescence; inhibition, % at 12.5 µM; hit rate 0.69% among 350,000; AID 504558; in the data active = inhibition above about 41%;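 also: 0% = neutral control wells and 100% = reference inhibitor control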
Shn3 3UTR inh: reduces Shn3 3'UTR luciferase signal in osteoblasts; hit rate 0.52% among 360,000; AID 588674; Clone20 osteoblast Shn3 3'UTR firefly luciferase, 24 h; inhibition, % at 12.5 µM;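 active = mean inhibition of at least 75% with every replicate also reaching 75%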;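 also: 0% = median of neutral control wells and 100% = pilot-screen positive control compound; some compounds past the cut are filed as inactive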
NR2E3 ag-2: NR2E3 (human) agonism. GST-NR2E3/biotin-RetCOR TR-FRET, 1536-well. inhibition of corepressor binding, % at 4.78 µM. hit rate 0.12% among 320,000. AID 2300;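 active = percent inhibition above the cutoff of mean plus 3 SD of all tested compounds, set per screening campaign, cut at about 20% in these data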;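 also: 0% = DMSO wells and 100% = biotin wells as full block of FRET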
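System: GST-NR2E3 and biotin-RetCOR proteins; probe or stimulus: 7 nM biotin-RetCOR; doses: compound at 4.8 µM, single dose; schedule: Compound–protein incubation for 5 h at 4 °C; detection: time-resolved FRET; read-out: percent inhibition; controls: biotin wells as high control, 0.6% DMSO wells as low control; format: 1536-well plates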
Peg3 promoter: Peg3 promoter activity inhibition; HeLa PEG-Prom luciferase reporter, luminescence, overnight; inhibition, % at 20 µM; hit rate 1.7% among 360,000;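 active = inhibition of at least 50% at 20 µM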
CF NFkB block: inhibitors of cystic fibrosis induced NF-kB. KKLEB NF-kB-GFP reporter, PAF-induced, GFP fluorescence overnight. inhibition, % at 5 µM. AID 588850. hit rate 0.86% among 360,000;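 active = at least 50% inhibition at 5 µM, scaled per plate between neutral and stimulator controls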;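 also: PAF is a Pseudomonas aeruginosa culture filtrate used as stimulus; plate controls were PAF-stimulated DMSO wells for no effect and unstimulated DMSO wells for full effect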
KKLEB cytotox: CF airway cell cytotoxicity counter-screen; KKLEB CF airway cells viability, ATPlite luminescence, overnight; stronger effect = lower value; cells stimulated with P. aeruginosa culture filtrate; activity change (cytotoxicity), % at 5 µM; hit rate 0.36% among 360,000; AID 602141;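 active = corrected activity change at or below -50% at 5 µM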
HIF-2a block: inhibitors of HIF-2a; hit rate 0.72% among 360,000; inhibition, % at 18.8 µM; AID 624352; 786-0 RCC cells HIF-2a reporter, luciferase luminescence, overnight;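 active = inhibition of the luminescence signal of 40% or more relative to plate controls, in a single-dose primary screen at 18.75 µM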
* marks the source's active call; other numbers are inactive results; / = no result given; & = joins results of further samples. Only part of the results is shown. The share of hits here may be higher or lower than overall.

SMILES | NR2E3 ag-1 | C8 TRAIL sens | iPSC survival up | MITF TRPM1 inh | EBV LMP1 NFkB | Shn3 3UTR inh | NR2E3 ag-2 | Peg3 promoter | CF NFkB block | KKLEB cytotox | HIF-2a block
CC(C)C[C@@H](CNCC(=O)[C@H](CC(=O)O)NC(=O)c1[nH]cnc1C(=O)N[C@H](CN)CC(C)C)NC(=O)c1nc[nH]c1C(=O)N[C@@H](C)C(=O)O | 15 | -1 | -2.0 | -15 | 1 | -8 | / | -17 | -29 | 18 | -1
Nc1cc(-c2cccc(F)c2)nn1S(=O)(=O)c1cccc2nsnc12 | 3 | -4 | 3.3 | 0 | -3 | 7 | 1 | -6 | -8 | -8 | 15
Cc1cccc(NC(=O)C2CCN(C(=O)c3ccccc3C)CC2)n1 | 9 | -4 | -3.6 | 11 | 10 | 20 | 1 | -5 | -3 | 8 | 9
O=C(C[C@@H]1C[C@@H]2c3cc(NS(=O)(=O)c4ccc(F)cc4)ccc3O[C@@H]2[C@@H](CO)O1)NC1CCCCC1 | -13 | -2 | 4.8 | / | -1 | 8 | / | 0 | 6 | -7 | -3
O=C(COc1ccc(Cl)cc1)N1CCN(S(=O)(=O)c2cc(F)ccc2F)CC1 | 5 | -8 | 6.1 | / | -4 | -5 | / | 22 | -4 | 19 | 9
CCOc1ccc(OCCSc2nc3ccccc3n2CC(=O)O)cc1 | -26 | -6 | -0.5 | 1 | 8 | -7 | 5 | 8 | 6 | -32 | 7
CC1=C(C(=O)OCC(C)C)C2(O)C(=O)c3ccccc3C2(O)N1 (centres undefined) | -7 | -13 | -0.6 | 17 | -1 | 6 | 0 | 11 | 8 | -7 | 4
Cc1cc(NC(=O)c2ccc([N+](=O)[O-])cc2Cl)ccc1NC(=O)c1ccco1 | -5 | 8 | 0.7 | -15 | 1 | -2 | 1 | -30 | -1 | 0 | -37
CC(C(=O)Nc1cc(C(F)(F)F)ccc1N1CCOCC1)N1C(=O)C2CC=CCC2C1=O (centres undefined) | 1 | -12 | -1.2 | -4 | -8 | -19 | 0 | 1 | -4 | -8 | 6
Cc1ccccc1NC(=O)CSc1ccncc1 | -9 | 11 | -0.6 | -9 | -12 | -23 | 2 | -14 | -8 | 11 | -41
COc1cc(C2C3=C(COC3=O)Oc3cc4c(cc32)OCO4)cc(OC)c1OC (centres undefined) | 35 | 12 | 2.3 | 37 | -5 | 8 | / | -32 | 50 | -23 | 18
c1ccc(CCC2CCCCN2Cc2nc(C3CC3)no2)cc1 (centres undefined) | 5 | -6 | -0.9 | -6 | -6 | -13 | 4 | -15 | 1 | 6 | -8
O=S1(=O)N[C@@H](Cc2ccccc2)COc2ccc(Cl)cc21 | -40 | -17 | -0.6 | / | -2 | -17 | / | -10 | -15 | 4 | 0
CC(C)CC1Nc2ncnc(N3CCN(c4ccccn4)CC3)c2N(Cc2ccc(Cl)cc2)C1=O (centres undefined) | 13&19 | 5&-2 | -2.7&2.1 | -4 | -16 | -25&2 | / | 6&14 | 14&2 | -15&-12 | 9&-18
O=C(O)CC1=C(c2ccc(F)cc2)CCC1=O | -12 | -16 | -1.3 | -2 | -4 | 2 | 3 | -43 | -10 | 1 | -9
COc1ccc2nc(SCC(=O)N3CCNC3=O)[nH]c2c1 | -56 | -2 | -3.7 | -43 | -18 | -15 | 0 | -205 | 4 | -2 | -156
CCCCn1nc(C(=O)Oc2ccc3c(C)cc(=O)oc3c2)c2ccccc2c1=O | -20 | -5 | 2.8 | 16 | 9 | 10 | 1 | 21 | 4 | 6 | 7
Cc1cccc(NC(=O)c2ccc(Cl)c(S(=O)(=O)N3CCc4ccccc43)c2)n1 | -30 | 16 | 0.0 | 14 | 12 | 42 | 0 | 16 | -2 | 12 | 0
CCOC(=O)Nc1ccc2c(c1)Sc1ccccc1N2C(=O)CCN1CCOCC1 | -35 | -11 | -1.9 | -1 | -11 | -1 | 0 | 19 | 23 | 0 | 14
Cc1ccc(S(=O)(=O)N2CCCCC2)cc1NC(=O)CSc1ncccn1 | 8 | 24 | 0.7 | -4 | 4 | 8 | 2 | 8 | -15 | 5 | 17
CCN(CC)C(=O)c1ccc(CS(=O)(=O)c2ccc(Br)cc2)cc1 | 9 | -4 | 0.0 | -3 | 7 | 26 | -5 | 5 | 7 | -16 | 9
COC(=O)c1sc(NC(=S)NC(=O)c2cc(OC)c(OC)c(OC)c2)nc1C | -7 | 4 | -0.2 | 7 | 2 | 6 | 2 | 15 | 0 | 9 | 10
Cc1cc(C)c(C(=O)Cn2nc(C(=O)O)c3ccccc3c2=O)cc1C | -3 | 11 | 0.1 | -3 | 4 | 2 | 5 | -10 | 0 | 2 | -25
CC1COCC(C)N1C1=C(Cl)C(=O)c2ccccc2C1=O (centres undefined) | -11 | 0 | -3.7 | 96* | 33 | 96* | / | 100* | 44 | -4 | -2
COc1ccc(OCC(=O)Nc2ccc(S(=O)(=O)N3CCCCCC3)cc2)cc1 | -11 | 0 | -2.0 | -1 | 0 | -1 | -3 | 8 | 3 | 7 | 17
CCCOc1ccc(C2NC(=S)NC(c3ccccc3)=C2C(=O)Nc2ccc(C)cc2)cc1OC (centres undefined) | -7 | 1 | -0.7 | 6 | 6 | -17 | -5 | 9 | 4 | -9 | 19
Cc1nnc(SCCn2c(N3CCC(C)CC3)nc3c2c(=O)[nH]c(=O)n3C)s1 | 18 | -3 | 2.6 | 5 | 4 | 7 | 2 | 8 | 0 | 5 | 9
O=[N+]([O-])c1ccccc1/C=C/c1ccc2ccccc2n1 | -118 | 9 | 1.2 | -73 | -61 | -154 | 0 | -303 | -45 | 0 | -246
Cc1ccc(N2C(=O)CC(Nc3cccc4ccccc34)C2=O)cc1 (centres undefined) | -69 | 0 | 0.0 | 8 | -8 | -30 | 1 | -55 | -7 | -5 | -96
CC(=O)c1ccc(N2CCN(C(=O)c3cn(Cc4ccccc4)nc3-c3cccnc3)CC2)c(F)c1 | -14 | 10 | 0.0 | -2 | -3 | 4 | 2 | 10 | -6 | -17 | 6

Arranged by value in CF NFkB block (rising): 3 of the compounds above.
Molecule | CF NFkB block
O=[N+]([O-])c1ccccc1/C=C/c1ccc2ccccc2n1 | -45
COC(=O)c1sc(NC(=S)NC(=O)c2cc(OC)c(OC)c(OC)c2)nc1C | 0
CC1COCC(C)N1C1=C(Cl)C(=O)c2ccccc2C1=O (centres undefined) | 44

(list continues)
SMILES | NR2E3 ag-1 | C8 TRAIL sens | iPSC survival up | MITF TRPM1 inh | EBV LMP1 NFkB | Shn3 3UTR inh | NR2E3 ag-2 | Peg3 promoter | CF NFkB block | KKLEB cytotox | HIF-2a block
Cc1cc(C(=O)NC2CCCCC2)c(C)n1-c1ccc(F)cc1 | -110 | 21 | -0.6 | -50 | -37 | -86 | 2 | -208 | 17 | -14 | -116
Cc1c(C(=O)OCC(=O)N(C)Cc2ccccc2)oc2ccccc12 | -13 | -7 | 4.1 | / | 8 | 3 | -4 | -54 | -8 | 13 | -43
CCNC(=O)C1(C)CCCN(Cc2ccccc2-c2ccccc2)C1 (centres undefined) | -13 | -9 | -2.7 | / | / | 12 | / | -2 | -4 | 10 | 9
COc1ccccc1/C=C\C(=O)NCC(=O)N/N=C/c1ccc(O)cc1O | -45 | 16 | 0.8 | 8 | 3 | 13 | -4 | 16 | 9 | -1 | 12
CCOc1ccc(Cl)cc1-c1cc(C(=O)NC2CCCCC2)[nH]n1 | -16 | -4 | -0.7 | / | / | 10 | / | -11 | -13 | -9 | 2
Cc1cc(O)c(N=Cc2cc3c(cc2[N+](=O)[O-])OCO3)cc1C | -126 | -5 | -0.8 | -8 | -8 | -16 | -5 | -63 | 6 | 3 | -101
O=S(=O)(c1ccc2c(c1)OCCO2)C1CCC(S(=O)(=O)c2c(F)cccc2F)CC1 (centres undefined) | -12 | -7 | -0.7 | 20 | 20 | -8 | / | 16 | 6 | 7 | 8
Cc1ccc(S(=O)(=O)CCNC(=O)Cc2ccccc2)cc1 | -21 | -9 | -0.5 | -4 | -3 | -1 | 1 | 4 | -13 | 3 | 10
COc1ccc(CNC(=O)CC2C(=O)NCCN2CC(C)(C)C)c(OC)c1 (centres undefined) | 17 | 4 | 2.8 | -1 | -8 | -10 | 3 | 20 | 12 | 0 | 5
CC(=O)Nc1ccc(S(=O)(=O)N2CCC(C(=O)c3ccc(F)cc3)CC2)cc1 | -20 | -9 | 0.6 | 12 | 8 | 9 | -4 | 22 | 6 | -7 | 16
COC(=O)NNC(=S)Nc1ccc(Br)cc1 | 6 | -12 | 1.1 | -8 | -12 | 0 | 0 | 0 | -13 | 11 | 4
CC1CC(C)CN(S(=O)(=O)c2ccc(C(=O)OCC(=O)Nc3ccccc3)cc2)C1 (centres undefined) | 8 | -6 | 0.4 | / | 0 | 3 | / | 12 | 10 | -7 | 9
COc1ccccc1CC(=O)Nc1ccc(-c2noc(COc3ccc(Cl)c(C)c3)n2)cc1 | 15 | 40 | -2.6 | 0 | 3 | 25 | 1 | 13 | 10 | -5 | 8
c1ccc2c(c1)sc1nnnn12 | -13 | 1 | -0.8 | 22 | -4 | -3 | 0 | 1 | 2 | -2 | -13
Nc1n[nH]c2cccc(Cl)c12 | -2 | -12 | -0.5 | 17 | 2 | 3 | -2 | -2 | 11 | 2 | 14
COc1ccc(C)cc1NS(=O)(=O)c1cn(C)nc1C | 3 | -4 | 0.5 | 13 | 2 | 0 | 3 | 9 | -19 | 9 | 10
COCc1cc(=O)[nH]c(N2CCN(c3ccccc3OC)CC2)n1 | -8 | 1 | -0.4 | 17 | -1 | 14 | / | -4 | 5 | -3 | 19
CC1(C(=O)NCc2ccc(Cl)cc2)CCN1C(=O)c1cccc(F)c1 (centres undefined) | 6 | -3 | -2.3 | / | / | 11 | / | 10 | 12 | 5 | 5
COc1ccc(-c2ccc(CN3C(CC(C)C)C(=O)N(Cc4cn(CC5CCCCC5)nn4)CCS3(=O)=O)cc2)cc1 (centres undefined) | -22 | 41 | 2.5 | / | 17 | -9 | / | 16 | 41 | 1 | 18
O=C(CCS(=O)(=O)c1ccccc1)NC1CCCC1 | -46 | -5 | -0.3 | -8 | -14 | -23 | 0 | -102 | 22 | -12 | -146
Cc1ccccc1NC(=S)N(CCc1c(C)[nH]c2ccc(F)cc12)Cc1cccnc1 | -13 | -8 | -0.1 | 5 | -5 | 8 | 0 | 25 | 7 | -11 | 16
Cc1cccc(S(=O)(=O)NCCC(=O)OC(C)C(=O)NC(=O)NC2CCCCC2)c1 (centres undefined) | 11 | 0 | -3.8 | -6 | 3 | 0 | 2 | 13 | -2 | 2 | 14
CC1=CC(C)(C)n2c(O)c(C3=NC(=S)NC3=O)c3cc(OC(=O)c4cccc5ccccc45)cc1c32 | 0 | 14 | 3.9 | 10 | -6 | 28 | -2 | 40 | 3 | 0 | 18
CCOC(=O)c1ccc(NC(=S)N(CCCN2CCCC(C)C2)Cc2ccco2)cc1 (centres undefined) | -9 | 24 | -0.6 | -2 | 15 | 14 | -2 | -10 | 19 | -8 | 18
